Pf growth 96h: inhibits malaria parasite growth, 96 h; P. falciparum luciferase reporter growth, 96 h; Potency, µM (titrated, usually from 28.7 µM), for the others: top-dose activity change, negative = inhibition, usual class: inhibitors; hit rate 6.9% among 320,000; AID 504834
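Erythrocytes infected with luciferase-expressing P. falciparum were dispensed at 2% hematocrit and 0.05% parasitemia (final), then incubated with compounds 96 hours at 37 C in 5% CO2. Luminescence after detection reagent addition reported growth.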
LmPK inhibitor: inhibitors of Leishmania mexicana pyruvate kinase. purified LmPK, Kinase-Glo ATP luminescence, 1 h. Potency, µM (series often up to 57.5 µM), for the others: at the top dose activity change, negative = inhibition, hits mostly inhibitors. hit rate 0.37% among 290,000. AID 1721
Target sequence (Q27686 whole entry, looked up): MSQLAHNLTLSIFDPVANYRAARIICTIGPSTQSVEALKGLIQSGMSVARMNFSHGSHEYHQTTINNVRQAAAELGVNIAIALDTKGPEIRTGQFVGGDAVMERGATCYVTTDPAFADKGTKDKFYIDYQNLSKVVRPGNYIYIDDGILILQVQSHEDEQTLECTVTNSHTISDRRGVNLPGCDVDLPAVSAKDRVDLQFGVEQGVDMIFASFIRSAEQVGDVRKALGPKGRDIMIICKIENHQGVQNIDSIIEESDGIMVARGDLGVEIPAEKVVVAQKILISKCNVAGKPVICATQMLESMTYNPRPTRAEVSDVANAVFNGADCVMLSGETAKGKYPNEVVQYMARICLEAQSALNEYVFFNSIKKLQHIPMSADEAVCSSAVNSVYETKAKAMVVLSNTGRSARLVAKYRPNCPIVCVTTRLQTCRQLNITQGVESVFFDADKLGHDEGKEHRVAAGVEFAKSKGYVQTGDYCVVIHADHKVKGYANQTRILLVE
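ATP generated from ADP (0.1 mM) and PEP (0.5 mM) by 0.1 nM LmPK over 1 h at room temperature (pH 7.2 imidazole buffer) was detected by coupled luciferase luminescence. Values were normalized to uninhibited and no-enzyme wells.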
Sm TGR block: blocks Schistosoma mansoni thioredoxin glutathione reductase; purified TGR, DTNB reduction, TNB absorbance 405 nm; Q962Y6; AID 485364; hit rate 3% among 360,000; Potency, µM (doses to about 114 µM), without a hit: top-dose activity change, negative = inhibition, most hits filed as inhibitors; further: nearly all actives have a fitted effect of over 60% in size
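Kinetic colorimetric format: TGR-catalysed, NADPH-driven DTNB reduction monitored via TNB absorbance. Enzyme dispensed at 20 nM; compound exposure 15 min at room temperature before reaction start.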
Pf growth 48h: inhibits P. falciparum growth in the first generation, 48 h | hit rate 5.9% among 310,000 | P. falciparum luciferase growth in erythrocytes, 48 h | Potency, µM (highest dose often 28.7 µM), for inactives: at the highest dose activity change, negative = inhibition, actives largely listed as inhibitors | AID 504832
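Luciferase-expressing P. falciparum in infected erythrocytes (2% hematocrit, 0.1% parasitemia final) in RPMI 1640/0.5% Albumax were exposed to compound for 48 hours at 37 C, 5% CO2; growth read as luminescence.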
HCV inhibitor: inhibitors of hepatitis C virus infection; hit rate 3.4% among 340,000; Huh7.5.1 HCVcc-Cre infection, luciferase reporter, 44 h; Potency, µM (series often up to 41.8 µM), for inactives: at the highest dose activity change, negative = inhibition, hits mostly inhibitors; AID 651820
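Infectious HCVcc-Cre (~0.5 moi) was added to cells just after compound, with cells seeded 4 h earlier at 1,000 per well. Luciferase activity after 44 h culture reported infection; substrate was incubated 15 min at room temperature before reading.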
Tb PYK inh: T. brucei pyruvate kinase inhibition. TbPYK enzyme, Kinase-Glo Plus ATP luminescence, 45 min. Potency, µM (doses to about 76.8 µM), for inactives: at the highest dose activity, negative = inhibition, actives largely listed as inhibitors. Q57TT1. hit rate 0.12% among 410,000; further: nearly all actives have a fitted effect of over 50% in size
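T. brucei PYK with substrate was exposed to pin-transferred compounds across a concentration series, then started with 130 uM ADP (final). After 45 min at room temperature, Kinase-Glo Plus luminescence was read, normalized and curve-fitted.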
Numbers without * were called inactive; ? = inconclusive; . = not tested or not shown; & = joins results of further samples; [ ] = remark or other dose. The call rests on the fitted dose curve; in most records, active means well fitted curve in the direction sought with a large enough effect; inconclusive means small, poorly fitted or top-dose-only effect, or another doubt; inactive means no such curve, though single readings can be large; an effect the other way counts as inactive or inconclusive. On the % scale 0 is the no-effect control and ±100 the full control effect; potency means the concentration at half of the fitted maximal effect.

Screens in order – Pf growth 96h	LmPK inhibitor	Sm TGR block	Pf growth 48h	HCV inhibitor	Tb PYK inh
> C=CCOC(=O)COc1cc(C)cc2oc(=O)c3c(c12)CCC3
 : 5%	-1%	-2%	9%	-29%	-14%
> O=C1CC(c2ccccc2F)c2cc3c(cc2N1)CCC3 (stereo unspecified)
 : 22%	-1%	1%	20%	-5%	-8%
> Fc1ccc(NC(=S)Nc2ccccc2N2CCOCC2)cc1Cl
 : -29%	-2%	29%	?	15%	-24%
> CC(C)C[C@H](NC(=O)c1nc[nH]c1C(=O)N1CCN(C(=O)OC(C)(C)C)CC1)C(=O)OC(C)(C)C
 : ?	7%	1%	?	?	1%
> CCN1CCCC1Cn1cnc2c([nH]c3ccc(C)cc32)c1=O (stereo unspecified)
 : ?	-12%	7%	29%	-28%	2%
> O=C(COC(=O)c1ccc(Cl)c(S(=O)(=O)N2CCCCCC2)c1)Nc1ccccc1
 : 0%	-1%	-10%	11%	36%[activator]	-5%
> COc1ccc(N(C(=O)CCC(=O)Nc2cc(C)on2)C(C(=O)NC2CCCC2)c2ccco2)cc1 (stereo unspecified)
 : ?	4%	25%	-5%	-14%	-2%
> C=CCn1c(N)cc(=O)nc1SCC(=O)Nc1ccc(C(=O)OC)cc1
 : 2%	3%	4%	12%	22%	-8%
> CC1=NN(C(=O)c2ccc(Cn3ccc([N+](=O)[O-])n3)cc2)C(O)(C(F)(F)F)C1 (stereo unspecified)
 : -1%	-4%	17%	-6%	6%	11%
> Cc1ccccc1C1NC(=O)Cc2ccccc21 (stereo unspecified)
 : .	3%	-1%	.	20%	2%
> COc1cc(C(=O)NC2CCN(Cc3ccccc3)CC2)cc(Cl)c1OC(C)C
 : ?	-2%	-16%	?	?	-3%
> O=C(CCn1cnc(-c2ccccc2)c1-c1ccccc1)N/N=C/c1ccc(O)cc1
 : -3%	-3%	-11%	-15%	-12%	1%
> O=c1c(C=Nc2cccnc2Cl)c(O)n(CCCCl)c(=O)n1C1CCCCC1
 : 19%	2%	-4%	3%	-12%	-4%
> COc1ccc(/C=N/NC(=O)c2cccnc2)cc1O
 : 3%	7%	-22%	0%	18%	-3%
> O=C(CC(=O)c1ccccc1O)c1ccc(F)cc1
 : ?	2%	1%	.	32µM*	9%
> CCCCC(O)(c1ccc(F)cc1)C(CN1CCOCC1)c1ccc(Cl)cc1 (stereo unspecified)
 : 43%[activator]	1%	-1%	1.9µM*	?	-5%
> Cc1cccc(C(=O)Nc2ccc(C(=O)/C=C/c3cccnc3)cc2)c1
 : 4%	-2%	-18%	-13%	?	-7%
> Cc1ccc(-c2c(C(=O)N/N=C/C3CC=CCC3)nnn2-c2nonc2N)cc1 (stereo unspecified)
 : 9.3µM*	-6%	-7%	?	-5%	0%
> Cc1ccc(Nc2cc(=O)[nH]c(=O)[nH]2)cc1Cl
 : -16%	0%	-2%	?	-14%	2%
> Fc1cccc(CCN2CCNC[C@@H]2CC2CCCCC2)c1
 : ?	.	-21%	?	?	1%

A few values from the results shown:
LmPK inhibitor with CC(C)C[C@H](NC(=O)c1nc[nH]c1C(=O)N1CCN(C(=O)OC(C)(C)C)CC1)C(=O)OC(C)(C)C reads 7%
Pf growth 96h with Cc1ccc(Nc2cc(=O)[nH]c(=O)[nH]2)cc1Cl reads -16%

(further entries)
Screens in order – Pf growth 96h	LmPK inhibitor	Sm TGR block	Pf growth 48h	HCV inhibitor	Tb PYK inh
> COc1cc(NC(=O)c2c3c(nc4ccccc24)CCC3)cc(OC)c1
 : ?	3%	12%	-21%	-7%	4%
> CCOC(=O)c1c(NC(=O)CC2SC(=NC)N(C)C2=O)sc(C)c1C (stereo unspecified)
 : 3%	8%	-8%	.	?	6%
> Cc1ccc(C(=O)COC(=O)CCS(=O)(=O)c2ccccc2)cc1[N+](=O)[O-]
 : -27%	.	-26%	?	6%	0%
> CC(C)(C)NC(=O)COC(=O)c1ccc(Cl)cc1O
 : 0%	0%	1%	-8%	6%	-1%
> CC(C)c1c(O)nc(SCC(=O)N2CCCCC2)[nH]c1=O
 : 25%	3%	5%	12%	5%	-4%
> COCCn1nnnc1C(c1cccs1)N1CCN(c2cc(C)ccc2C)CC1 (stereo unspecified)
 : ?	-2%	2%	13µM*	5%&-24%	-4%
> Cc1ccc2sc(N(CCCN(C)C)C(=O)CCS(=O)(=O)c3ccccc3)nc2c1C
 : 6.6µM*	-5%	7.1µM*	39%[activator]	?	-25%
> CN(C)S(=O)(=O)n1ccnc1
 : .	2%	6%	-4%	11%	5%
> COc1ccc(-n2c(=O)c3ccccc3n(CC(=O)NC3CCCC3)c2=O)cc1
 : 39%[activator]	0%	-3%	20%	2%	6%
> CCCCCc1nc2c(=O)[nH]c3ccccc3c2o1
 : 5.2µM*	7%	9%	?	-2%	4%
> CC1CCN(S(=O)(=O)Cc2ccccc2Cl)CC1
 : 61%[activator]	0%	7%	?	10%	0%
> Cc1ccccc1Oc1nc2ccccc2n2cnnc12
 : 0%	10%	1%	40%[activator]	5%	-2%
> COC(C(=O)Nc1cccc(F)c1)c1ccccc1 (stereo unspecified)
 : 32%[activator]	12%	10%[11.4 µM]	.	9%	-1%
> O=C(/C(Cl)=C/Nc1ccc(Br)cn1)C(F)(F)F
 : 33%[activator]	-1%	4%	0%	0%	-3%
> Cc1ccc(NS(=O)(=O)c2ccc3c(c2)c(=O)n(C)c(=O)n3C)cc1F
 : 35%[activator]	11%	-22%	.	-1%	3%
> COC(=O)[C@H](Cc1ccccc1)NS(=O)(=O)N[C@@H](Cc1ccccc1)C(=O)OC
 : 37%[activator]	.	0%	15%	11%	2%
> CCOC(=O)N1CCN(c2nc3ccccc3nc2C(C#N)S(=O)(=O)c2ccc(C)cc2)CC1 (stereo unspecified)
 : -3%	3%	-20%	-18%	0%	5%
> C=CCn1c(SCC(=O)C23CC4CC(CC(C4)C2)C3)nc(O)cc1=O
 : -6%	3%	2%	?	17%	-2%
> CCOC(=O)CSc1nc2ccccc2n2cnnc12
 : 5%	4%	50µM*	12%	-18%	-3%
> CCN(CC)C(=O)c1ccc2nc3ccccc3nc2c1
 : 64%[activator]	0%	8%	60%[activator]	-5%	-1%

Fetched by compound from the entries so far (6):
Screens in order – Pf growth 96h	LmPK inhibitor	Sm TGR block	Pf growth 48h	HCV inhibitor	Tb PYK inh
> Cc1ccccc1Oc1nc2ccccc2n2cnnc12
 : 0%	10%	1%	40%[activator]	5%	-2%
> Cc1ccc2sc(N(CCCN(C)C)C(=O)CCS(=O)(=O)c3ccccc3)nc2c1C
 : 6.6µM*	-5%	7.1µM*	39%[activator]	?	-25%
> CC(C)(C)NC(=O)COC(=O)c1ccc(Cl)cc1O
 : 0%	0%	1%	-8%	6%	-1%
> CCOC(=O)c1c(NC(=O)CC2SC(=NC)N(C)C2=O)sc(C)c1C (stereo unspecified)
 : 3%	8%	-8%	.	?	6%
> CCN(CC)C(=O)c1ccc2nc3ccccc3nc2c1
 : 64%[activator]	0%	8%	60%[activator]	-5%	-1%
> COc1cc(NC(=O)c2c3c(nc4ccccc24)CCC3)cc(OC)c1
 : ?	3%	12%	-21%	-7%	4%

The list goes on.
Screens in order – Pf growth 96h	LmPK inhibitor	Sm TGR block	Pf growth 48h	HCV inhibitor	Tb PYK inh
> Cc1ccc(N=CC2=C(O)CC(C)(C)CC2=O)nc1
 : ?	-3%	-3%	.	11%	0%
> COc1ccc(C(=O)NC2CCN(CC(=O)NCc3ccccc3)CC2)cc1
 : -1%	0%	7%	19%	8%	-1%
> COC(=O)c1ccc(CSc2nc3ccccc3[nH]2)o1
 : 66%[activator]	-2%	-20%	35%[activator]	-3%	-10%
> FC(F)(F)c1ccnc(N2CCN(Cc3cnc(-c4ccccc4)[nH]3)CC2)c1
 : -1%	3%	16%	-11%	0%	0%
> COC(=O)C(CC(=O)c1ccc(Cl)cc1)c1ccc(C)cc1 (stereo unspecified)
 : -24%	-8%	4%	?	-20%	1%
> COc1ccc(C2(CNC(=O)/C=C/c3ccco3)CCCC2)cc1OC
 : ?	3%	3.5µM*	6.6µM*	-15%	?
> O=C(c1ccc2oc(CCCc3ccccc3)nc2c1)N1CCCCC1CO (stereo unspecified)
 : -1%	-3%	-6%	30%[activator]	0%	3%
> C/C(=N\NC(=O)c1cccs1)c1ccc2c(c1)OCO2
 : 16%	-3%	7%	0%	6%	1%
> COc1ccc(/C=C/C(=O)Nc2nnc(C(C)C)s2)cc1OC
 : ?	6%	5%	-15%	2%	0%
> C=CCc1ccc(OCCOCCNCCCC)c(OC)c1
 : 20%	7%	-26%	-27%	-14%	5%
> CSC1=NCCN1C(=O)c1ccc(S(=O)(=O)N2CCOCC2)cc1
 : 27%	3%	2%	.	19%	6%
> O=C(Nc1ccccn1)C1CCN(S(=O)(=O)c2cccs2)CC1
 : 7%	2%	-26%	0%	10%	-4%
> Cc1nc(N2CCc3ccccc3C2)[nH]c(=O)c1CCC(C)C
 : .	8%	18%	.	-14%	3%
> CCOC(=O)c1ccc(NC(=S)N(CCCN(CC)CC)Cc2ccco2)cc1
 : 15µM*	-1%	5%	?	?	-4%
> CC(C)Oc1cccc(-c2cc(C(=O)NN3CCOCC3)c3ccccc3n2)c1
 : ?	2%	0%	34%[activator]	-22%	6%
> CCOC(=O)N1CCC(N2C(=O)c3ccc(C(=O)Nc4cccc(OC)c4)cc3C2=O)CC1
 : -3%	-3%	2%	12%	2%	3%
> O=C1C=C(c2ccccc2)C[C@H](c2cccs2)[C@H]1n1cnc([N+](=O)[O-])c1
 : ?	-1%	-13%	13µM*	-29%	0%
> COc1ccc(-c2cn(CC3CCCCC3)nn2)cc1
 : 202%[activator]	3%	-4%	60%[activator]	17%	-5%
> O=C(Cc1ccc(Br)cc1)N/N=C/c1cccnc1
 : 24%	-8%	-3%	-5%	-3%	6%
> Cn1c(CN2CCN(c3ccccc3NS(C)(=O)=O)CC2)nc2ccccc21
 : ?	2%	1%	-26%	-29%	-16%
> O=C(CCNc1n[nH]c(=O)[nH]c1=O)N1CCOCC1
 : ?	-2%	-7%	-6%	6%	5%
> CC(C)(C)C(=O)Nc1sc2c(c1C#N)CCCCC2
 : 9%	2%	-10%	-2%	-37%	-19%
> CC(=O)Nc1ccc(N2C(=O)CSC2c2ccc(F)cc2)cc1 (stereo unspecified)
 : 12%	-8%	9%	-9%	1%	-2%
> CCC(CO)Oc1cc(NC(=O)c2ccc(C)cc2)c2ncn(C(C)C)c2c1 (stereo unspecified)
 : -7%	.	-14%	?	?	0%
> COc1ccccc1NC(=O)N(Cc1ccccc1)c1ccccn1
 : ?	9%	5%	12µM*	2%	-9%
> COc1ccc(C(=O)NNC(=O)c2ccc3ccccc3c2O)cc1
 : 0%	2%	-8%	23%	-6%	4%
> O=c1[nH]c2ccc(NCc3ccccc3OCc3ccc(Cl)cc3)cc2[nH]1
 : ?	-1%	?	-18%	?	-7%
> CCCOc1ccccc1/C=C1\SC(N2CCCCC2)=NC1=O
 : ?	0%	-20%	?	10µM*	5%
> Cc1[nH]n(-c2ccccc2)c(=O)c1/C=N/N(c1ccccc1)c1ccccc1
 : -20%	6%	0%	?	3%	1%
> OC(COCc1ccc(Cl)cc1)CN1CCN(c2ccccn2)CC1 (stereo unspecified)
 : 32%[activator]	-1%	-3%	7%	-14%	-9%
> COc1ccc(NC(=O)CNc2cccc(S(=O)(=O)N3CCCCCC3)c2)c([N+](=O)[O-])c1
 : 3%	.	-2%	-8%	-30%	5%
> CCc1cccc(C)c1NC(=O)COC(=O)c1c2c(nc3ccccc13)/C(=C\c1cccs1)CCC2
 : 10µM*	3%	-8%	13µM*	1.1µM*	7%
> CC(=O)Oc1ccc(CCC(C)OC(C)=O)cc1 (stereo unspecified)
 : 20%	1%	0%	23%	6%	-1%
> CCOc1ccc(C(=O)Nc2cc(C)ccn2)cc1
 : 2%	?	-1%	145%[activator]	-11%	?
> CCOC(=O)CC1Sc2ccccc2NC1=O (stereo unspecified)
 : 44%[activator]	1%	-16%	6%	10%	-1%
